Screening results deposited in PubChem by IUPUI and University of Michigan.
ST2 inh = IL1RL1 inhibition | Q01638 | AlphaLISA ST2-Fc/biotin-IL-33 interaction, 1 h | inhibition, % for hits at 17 µM | 78,000 tested, 2.3% active | AID 1259354; in the data active = inhibition above about 30%; inconclusive = mostly about 10% to 28%
Target sequence (Q01638 whole entry, looked up): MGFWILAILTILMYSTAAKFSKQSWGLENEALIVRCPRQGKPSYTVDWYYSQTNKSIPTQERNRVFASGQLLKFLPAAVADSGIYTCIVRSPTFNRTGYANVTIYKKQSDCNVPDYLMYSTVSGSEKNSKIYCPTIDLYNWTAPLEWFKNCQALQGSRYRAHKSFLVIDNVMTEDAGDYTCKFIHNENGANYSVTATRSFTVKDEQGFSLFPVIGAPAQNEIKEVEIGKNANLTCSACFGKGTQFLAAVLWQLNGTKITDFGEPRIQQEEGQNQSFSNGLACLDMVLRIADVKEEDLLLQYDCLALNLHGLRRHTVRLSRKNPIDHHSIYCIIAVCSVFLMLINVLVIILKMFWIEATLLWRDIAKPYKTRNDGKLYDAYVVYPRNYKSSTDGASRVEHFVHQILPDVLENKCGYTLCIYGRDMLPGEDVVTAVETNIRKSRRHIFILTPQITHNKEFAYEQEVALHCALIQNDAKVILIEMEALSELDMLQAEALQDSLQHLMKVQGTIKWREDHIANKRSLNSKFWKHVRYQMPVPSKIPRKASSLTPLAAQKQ
Active calls of the source: *; i = inactive; ? = inconclusive. An excerpt; rates above refer to the full screens.

SMILES	ST2 inh
CC(C)Cc1nc([C@H]2CCC(=O)N2)n(-c2ccc3c(c2)OCCO3)n1	i
O=S1(=O)CC(O)C(S(=O)(=O)c2ccccc2)C1 (centres undefined)	i
COc1nc(N)c(C#N)c(-c2ccc3c(c2)OCO3)c1C#N	i
c1nc(N2C[C@@H]3C4CCC(CC4)[C@@H]3C2)c2cc[nH]c2n1	i
CC(=O)Nc1ccc(C(=O)Nc2ccc(S(=O)(=O)NC(C)=O)cc2)cc1	i
Cn1c(=O)[nH]c(=O)c2c1nc(NCCO)n2Cc1ccc(Cl)cc1	i
COc1ccc(CN2CCC(N3CCCC(C)C3)CC2)cc1 (centres undefined)	i
COc1ccc(CN2CCCN(C)CC2)cc1C	i
COc1ccc(C2=C(CN(C)C)C(c3ccccc3)c3ccccc3O2)cc1 (centres undefined)	?
CCCCOC(=O)C1=C(C)Nc2ncnn2C1c1ccccc1C (centres undefined)	i
COc1cc(CCNC(=O)COc2c(C)ccc(C)c2C)ccc1O	i
C=CCN(CC=C)S(=O)(=O)c1ccc(C(=O)Nc2cc(C)on2)cc1	i
CC1CCCN(C(=O)Cn2cnc3c2c(=O)n(C)c(=O)n3C)C1 (centres undefined)	?
CCS(=O)(=O)N1CCN(c2cc(-c3ccc(OC)c(OC)c3)ncn2)CC1	i
Cc1cccnc1N1CCN(C(=O)c2cc(CC(C)C)nc(N)n2)CC1	i
Cc1ccc(-n2nc3ccc(NC(=O)c4ccco4)cc3n2)cc1Cl	?
CC(=O)c1sc(NC(=O)c2ccc(Cl)cc2Cl)nc1C	i
CCOc1ccc(N2C(=O)c3c(C)nc4ccccc4c3C2=O)cc1	?
O=C(CNC(=O)C1CCCCC1)Nc1nc(-c2ccccc2)cs1	i
CC(O)Cc1nsc(NC(=O)c2cccc(Cl)c2)n1 (centres undefined)	?
NC(=O)CSc1oc(-c2cccs2)nc1S(=O)(=O)c1ccccc1	i
O=C(Nc1ccc(O)cc1)c1ccc(Oc2cccc(C(=O)Nc3ccc(O)cc3)c2)cc1	i
CCCC(=O)NCCc1nc2ccccc2n1CCC	i
Cc1nc(C2CC2)ncc1C(=O)N1C[C@@H]2CC[C@H]1C2	i
Cc1cccn2c(=O)c3cc(C(=O)NC4CCCCCC4)n(C)c3nc12	i
O=C1CC(c2ccc(Cl)cc2)CC2=C1C(c1cccc(F)c1)Nc1ccccc1N2 (centres undefined)	?
Cc1cccc(-n2cc(CN(C)CC3(CO)CC3)cn2)c1	?
COc1ccc(-c2nc3ccccc3c(C(=O)N3CCOCC3)c2C)cc1	i
CC(C)C(C(=O)N1CCCCCC1)N1C(=O)c2ccccc2C1=O (centres undefined)	?
N/C(=N/OC(=O)c1ccccc1[N+](=O)[O-])c1cccnc1	i
Cc1ccc(NC(=O)c2cc(-c3ccc4c(c3)OCO4)on2)cc1	i
CC(=O)Nc1ccc(NS(C)(=O)=O)cc1	?
CCC12CN3CC(CC)(CN(C1)C3c1cccs1)C2=O (centres undefined)	?
O=C(Nc1ccc(O)c(-c2nc3ccccc3s2)c1)c1cc(=O)c2ccccc2o1	?
O=C1NC(=Nc2ccccc2)S/C1=C/c1cc(Br)ccc1O	36%*
CCc1nc2cccnc2n1C1CCN(S(=O)(=O)c2ccc(C(C)C)cc2)CC1	i
Cc1cc(C(=O)Nc2c(C)nn(Cc3ccccc3Cl)c2C)no1	i
CC1CCCCN1CC(O)COc1c(F)cc(Br)cc1F (centres undefined)	i
CC(=O)c1cc2c(cc1NC(=O)c1ccccc1Br)OCCO2	i
O=C(NCC1CNCCOC1)Nc1ccccc1Cl (centres undefined)	i
COc1ccc(C)cc1NC(=O)c1coc(=O)c2ccccc12	i
Cc1ccc(CSC2=NCCN2C(=O)c2ccccc2F)cc1	i
COc1ccc(-c2c(-c3ccc(O)cc3O)n[nH]c2C(F)(F)F)cc1	i
Cc1cccc(NS(=O)(=O)c2ccc(Br)s2)c1	i
CC(=O)N1N=C(c2ccc([N+](=O)[O-])cc2)CC1c1ccccc1 (centres undefined)	?
Cn1c(=O)[nH]c(=O)c2c1nc(Br)n2CC(=O)c1ccccc1	i
COc1ccc(Cl)cc1C(=O)N1CCN(c2cccc(Cl)c2)CC1	i
Cn1c(N2CCCCC2)nc2c1c(=O)n(Cc1cccc(Br)c1)c(=O)n2C	?
Cn1c(=O)cc(SCC(=O)NCCC2=CCCCC2)c2ccccc21	?
CC(C)C1(O)C=C2C(=O)CC3C(C)(C(=O)O)CCCC3(C)C2CC1 (centres undefined)	30%*

Continuation:
SMILES	ST2 inh
CN(C)S(=O)(=O)c1ccc(C(=O)Nc2cccc(C(=O)N3CCOCC3)c2)cc1	i
Cc1cc2ccccc2c(=O)n1CC(=O)NCC(=O)NCCC1=CCCCC1	i
O=S(=O)(Nc1ccc(F)c(F)c1)c1ccc(Br)s1	i
Cc1ccc(NC(=O)C2CC(=O)NC(Nc3nc4ccccc4s3)=N2)cc1 (centres undefined)	i
CCn1cc(C(=O)N2CCCCCC2)c(=O)c2cc(S(=O)(=O)N3CCC(C)CC3)ccc21	i
CC(C)c1cc(CN(C)C(=O)c2ccc(NC(=O)C3CCC3)cc2)no1	i
CC(C)Oc1ccc(C(=O)NC2=NCCS2)cc1	i
COc1cccc(N(CC(=O)Nc2ccccc2C(=O)NCc2ccccc2)S(C)(=O)=O)c1	?
COc1ccc(C2CC(c3cccs3)=NN2C(=O)CSc2cn(C)c3ccccc23)cc1 (centres undefined)	i
CCN1C(=O)CSc2ccc(C(=O)NCc3c(F)cc(F)cc3F)cc21	i

4 entries from above, as labelled records:
COc1ccc(C2=C(CN(C)C)C(c3ccccc3)c3ccccc3O2)cc1 (centres undefined)
  ST2 inh: ?

CCCCOC(=O)C1=C(C)Nc2ncnn2C1c1ccccc1C (centres undefined)
  ST2 inh: i

COc1cc(CCNC(=O)COc2c(C)ccc(C)c2C)ccc1O
  ST2 inh: i

C=CCN(CC=C)S(=O)(=O)c1ccc(C(=O)Nc2cc(C)on2)cc1
  ST2 inh: i

Compounds above with an aryl thioether with sulfur outside any ring:
SMILES	ST2 inh
NC(=O)CSc1oc(-c2cccs2)nc1S(=O)(=O)c1ccccc1	i
Cn1c(=O)cc(SCC(=O)NCCC2=CCCCC2)c2ccccc21	?
COc1ccc(C2CC(c3cccs3)=NN2C(=O)CSc2cn(C)c3ccccc23)cc1 (centres undefined)	i

The listing continues:
SMILES	ST2 inh
Cc1cc(C)c(C(=O)Nc2c(C)n(C)n(-c3ccccc3)c2=O)c(C)c1	i
O=[N+]([O-])c1cc(Br)cc(C=Nc2ccc(Br)cc2)c1O	i
CCc1nc2cc3nc(CC)c(C)c(C(=O)O)c3cc2c(C(=O)O)c1C	i
O=C1C[C@H]2CC[C@@H](CN1)N2CCn1c(=O)oc2ccccc21	i
COc1cccc(NC(=O)CSc2nnc(COc3ccc4c(c3)CCCC4)o2)c1	i
Cc1ccc(C(=O)Nc2ccc([N+](=O)[O-])cc2)cc1Br	?
COc1ccc(-c2oc3cc(O[C@@H]4O[C@@H](C)[C@H](O)[C@@H](O)[C@H]4O)cc(O)c3c(=O)c2O[C@@H]2O[C@H](CO)[C@@H](O)[C@H](O)[C@H]2O)cc1	?
c1cncc(COC2CCN(Cc3ccc(-c4cccnc4)cc3)CC2)c1	?
CCC(=O)N1CCc2cc(Br)cc(S(=O)(=O)CCC(=O)Nc3nccs3)c21	?
C=CCN(CC=C)C(=O)c1cc(-c2ccc(OC)cc2)nc2ccccc12	i
COc1ccc(C(=O)Nc2ccccc2Cl)cc1OC	i
Cc1c(Cl)cccc1Nc1nnc(Cc2ccc(Cl)cc2)c(=O)[nH]1	i
COc1cccc(Cn2c(CNC(=O)c3ccc(Cl)cc3)nc3cccnc32)c1	i
CCOC(=O)C(C)Sc1nc2c(c(=O)n1-c1ccccc1)SCC2 (centres undefined)	?
Cc1sc2c(c1C)c(=O)n(-c1ccccc1)c1nnc(SC(C)C)n21	i
CCOC(=O)C1=C(C)N=C2SCCC(=O)N2C1c1cccc(OC(C)=O)c1 (centres undefined)	i
COc1ccc(C(=O)NC(N2CCCCC2)C(Cl)(Cl)Cl)cc1 (centres undefined)	i
O=C1CCCN1c1cccc(O)c1	i
Cn1cc(C(c2ccc(Br)o2)c2cn(C)c3ccccc23)c2ccccc21	i
O=C(NCCCO)/C(=C/c1ccc2c(c1)OCO2)NC(=O)c1ccccc1Cl	i

Entries listed so far with a COOH group:
SMILES	ST2 inh
CC(C)C1(O)C=C2C(=O)CC3C(C)(C(=O)O)CCCC3(C)C2CC1 (centres undefined)	30%*
CCc1nc2cc3nc(CC)c(C)c(C(=O)O)c3cc2c(C(=O)O)c1C	i

The results go on:
SMILES	ST2 inh
CC(C)C(NS(=O)(=O)c1cccs1)C(=O)NCCCN1CCCC1 (centres undefined)	i
CN(Cc1ccccc1)C(=O)C[C@@H]1O[C@H](CNC(=O)c2ccc(N(C)C)cc2)[C@@H](O)[C@H]1O	i
CN(C)c1ccc(-c2ccnc(N[C@H]3CO[C@H]4[C@@H]3OC[C@H]4OC(=O)NC3CCCCC3)n2)cc1	?
c1ccc(Sc2c(-c3ccccc3)nc3ncccn23)cc1	i
O=C(CN1C(=O)/C(=C/c2ccccc2F)Sc2ccccc21)NCCCN1CCOCC1	i
Cc1cc(C)cc(N2CCN(Cc3ccc4ncccc4c3)CC2=O)c1	?
Cc1nn(Cc2ccccc2Cl)c(C)c1NC(=O)c1cc(-c2cccs2)on1	i
O=C(NCCC1=CCCCC1)c1cc2cc3ccc(Cl)cc3nc2o1	?
CCOc1c(C)cc(S(=O)(=O)N2CCN(c3nc(C)cc(N4CCCCC4)n3)CC2)cc1C	i
CCN1CCN(C(c2cccs2)C(C)NC(=O)c2cccs2)CC1 (centres undefined)	i
O=C(c1cn(-c2ccccc2)nc1-c1ccc(Br)cc1)N1CCOCC1	i
CCN(CC)CCNC(=O)C1(O)c2ccccc2NC(=O)N1c1ccc(Cl)c(Cl)c1 (centres undefined)	i
O=C(CN1C(=O)C2CCCCN2C(=O)c2ccccc21)NCc1ccc2c(c1)OCO2 (centres undefined)	i
O=C(CCN1C(=O)c2ccccc2C1=O)Nc1cc(C(F)(F)F)ccc1Cl	i
CC1=CC[C@@H]2CN(C(=O)CCn3nnc4ccccc43)C[C@@H]2C1	i
CCCc1ccc(Oc2c(C)oc3cc(OC)ccc3c2=O)cc1	i
Cc1cccc(C)c1NC(=O)CN1CCN(CC(=O)Nc2c(C)cccc2C)CC1	i
Cc1c(NC(=O)CN2C(=O)c3ccc([N+](=O)[O-])cc3C2=O)cccc1C(=O)O	?
COc1ccc(/C=C/C(=O)NCC2Cc3cccc(-c4cccnc4)c3O2)cc1 (centres undefined)	i
CCOC(=O)c1sc2nc(C)n(Cc3ccccc3C)c(=O)c2c1C	i
CCC(=O)Nc1c2c(nn1-c1ccc(OC)cc1)CSC2	i
CC1CCN(C(=O)Nc2ccccc2C(F)(F)F)CC1	i
COc1ccc(NC(=O)C2CCCN2S(=O)(=O)c2ccc3c(c2)CCCC(=O)N3)cc1Cl (centres undefined)	i
COc1ccccc1/C=C/C1=NC(=C\c2cccc(F)c2)/C(=O)O1	?
COc1ccccc1NS(=O)(=O)c1cccc(C(=O)Nc2cccc([N+](=O)[O-])c2)c1	i
Cc1cc(Br)ccc1OCC(=O)NCc1cccnc1	i
O=c1/c(=C\c2cccc([N+](=O)[O-])c2)sc2nc3ccccc3n12	i
CC1=CC(C)(C)C(C(=O)O)C(C(=O)O)C1 (centres undefined)	i
COC(=O)c1cn([C@@H]2C[C@@H](C(=O)NCCc3cccc(Cl)c3)N(C3CCCC3)C2)nn1	i
O=C(Nc1cccnc1)c1cc(-c2ccc(Cl)cc2)on1	i

Among those listed so far, these have a furan ring, fused or not.
SMILES	ST2 inh
Cc1ccc(-n2nc3ccc(NC(=O)c4ccco4)cc3n2)cc1Cl	?
Cn1cc(C(c2ccc(Br)o2)c2cn(C)c3ccccc23)c2ccccc21	i
O=C(NCCC1=CCCCC1)c1cc2cc3ccc(Cl)cc3nc2o1	?

(listing goes on)
SMILES	ST2 inh
CC1=C(C(=O)OC(C)(C)C)C(c2ccccc2F)C(C#N)=C(N)O1 (centres undefined)	i
Cc1cc(F)ccc1NC(=O)CCC1CCCN(C(=O)c2ccc(=O)n(C)n2)C1 (centres undefined)	i
Cc1cc(C2CCC2)nc(N2CCC3(CCN(C)CC3)C2)n1	?
CC1=NN(c2ccc(Cl)cc2Cl)C(=O)/C1=C/c1ccc(F)cc1	?
CCn1ccc(C(=O)N(Cc2ccc(SC)cc2)C2CC2)n1	i
CSc1ccccc1C(=O)N1CCC(C(Cc2ccccc2F)N(C)C(=O)c2cccs2)CC1 (centres undefined)	?
Cc1ccc(S(=O)(=O)c2ccc(Oc3cccc(N)c3)cc2)cc1	i
C=CCc1ccccc1OCC(O)CN1CCN(c2ccccc2F)CC1 (centres undefined)	i
CCN1C(=O)N(c2ccc(Cl)c(Cl)c2)C(C)(O)CC1(C)C (centres undefined)	i
Oc1ccccc1CN[C@H]1[C@H](O)[C@@H](N2CCC(Cc3ccccc3)CC2)[C@@H]2OC[C@H]1O2	i
CSCCC(NC(=O)C1CCC(C)CC1)C(=O)NC1CCCC(C)C1C (centres undefined)	i
O=S(=O)(c1ccccc1)N1N=C(c2ccccc2)CC1c1ccc(Br)cc1 (centres undefined)	?
O=C(O)CNS(=O)(=O)c1ccc2c(c1)OCCO2	i
O=C(Nc1ccnn1C1CCN(Cc2cc3ccccc3s2)CC1)C1CCCC1	i
CNC(=O)[C@@H]1C[C@H](N)CN1Cc1cc(OC)c(OC)cc1F	?
Cc1ccccc1CSC1=NCCN1C(=O)c1ccccc1	?
CCn1cc(C(=O)NC2CCCCC2)c(=O)c2cc(S(=O)(=O)N3CCOCC3)ccc21	?
O=C(Nc1cccc(NC(=O)c2cncc(Br)c2)n1)c1cncc(Br)c1	i
CCCCOC(=O)C1=C(C)Nc2nnnn2C1c1ccc(OC)cc1OC (centres undefined)	i
O=C(Nc1ccc([N+](=O)[O-])cc1)c1ccc(-c2nnc(-c3ccccc3)o2)cc1	?
CN1CC2([N+](=O)[O-])CC([N+](=O)[O-])(C1)c1ccccc1C2=O (centres undefined)	i
